GCN5L2 inh: qHTS Assay for Inhibitors of GCN5L2. Histone acetyltransferase KAT2A (Homo sapiens), Q92830. GCN5L2 HAT assay, ThioGlo1 CoA-SH fluorescence. Potency, µM (doses to about 58.9 µM), without a hit: at the top dose activity change, negative = inhibition, actives largely listed as inhibitors. actives 0.21% (n = 390,000). AID 504327, 2011
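GCN5L2 (20 nM) in 50mM HEPES pH 7.5, 0.1mM EDTA, 0.01% Tween-20 preincubated 15 min with compounds at room temperature. Reaction started with H3(1-25) 75uM, acetyl-CoA 70uM, ThioGlo1 50uM; CoA-thiol fluorescence (Ex340/Em540) read at 0 and 20 min.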
FEN1 inhibitor: qHTS Assay for the Inhibitors of Human Flap endonuclease 1 (FEN1). P39748. Recombinant FEN1 flap cleavage, fluorescence, 15 min. Potency, µM (series often up to 114 µM), without a hit: top-dose activity change, negative = inhibition, most hits filed as inhibitors. actives 0.35% (n = 390,000); further: nearly all actives have a fitted effect of over 65% in size
Target sequence (P39748 whole entry, looked up): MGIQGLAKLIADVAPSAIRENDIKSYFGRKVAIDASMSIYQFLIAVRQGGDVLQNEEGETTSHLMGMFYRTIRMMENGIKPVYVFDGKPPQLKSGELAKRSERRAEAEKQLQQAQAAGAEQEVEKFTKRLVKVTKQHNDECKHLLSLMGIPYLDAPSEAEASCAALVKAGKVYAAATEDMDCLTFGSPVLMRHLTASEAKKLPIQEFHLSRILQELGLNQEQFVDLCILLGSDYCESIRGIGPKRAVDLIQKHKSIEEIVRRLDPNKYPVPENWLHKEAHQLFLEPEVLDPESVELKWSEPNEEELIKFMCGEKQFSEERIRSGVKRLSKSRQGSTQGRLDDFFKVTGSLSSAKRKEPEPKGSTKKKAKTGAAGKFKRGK
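Enzyme 10 nM, 15 min RT preincubation with compound; start with substrate 50 nM final; reads at 0 and 15 min; qHTS titration, four-parameter Hill fit.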
TDP1 cell CPT: qHTS for Inhibitors of human tyrosyl-DNA phosphodiesterase 1 (TDP1): qHTS in cells in presence of CPT | chicken DT40 Tdp1-/-;hTDP1 cells + 20 nM CPT, ATP luminescence, 48 h | Potency, µM (titrated, usually from 46.2 µM), without a hit: top-dose activity change, negative = growth inhibition, actives largely listed as inhibitors | actives 12% (n = 420,000) | AID 686979, 2013; further: nearly all actives have a fitted effect of over 55% in size
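Cell growth measured by CellTiter-Glo luminescence after a minimum 48 h, 37 C compound exposure with 20 nM CPT in Tdp1-knockout DT40 cells stably expressing hTDP1, seeded 400/well; qHTS titration format.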
An asterisk follows results filed as active; ? = inconclusive; . = no result given; & = joins results of further samples. The call rests on the fitted dose curve; in most records, active means well fitted curve in the direction sought with a large enough effect; inconclusive means small, poorly fitted or top-dose-only effect, or another doubt; inactive means no such curve, though single readings can be large; an effect the other way counts as inactive or inconclusive. On the % scale 0 is the no-effect control and ±100 the full control effect; potency means the concentration at half of the fitted maximal effect. An excerpt; rates above refer to the full screens.

1: CC1CCN(C(=O)CSc2nc(-c3ccc(C(C)C)cc3)no2)CC1
2: CC(=O)Nc1ccc(/C=N/N2C(C)CCCC2C)cc1 (stereo unspecified)
3: CC1CN(C(=O)C2(C)CC2(Br)Br)CC(C)O1 (stereo unspecified)
4: Cc1ccc(OCC(=O)Nc2cc(-c3nn4c(C)nnc4s3)ccc2C)cc1
5: O=C(Nc1ccccc1[N+](=O)[O-])C1(c2ccccc2)CCOCC1
6: Cc1cc(=O)n(CCCc2ccccc2)[nH]1
7: Cc1ccc(-c2nnc(Nc3ccc(Cl)cc3)c3ccccc23)cc1S(=O)(=O)N1CCOCC1
8: O=C(C[n+]1ccncc1)c1cccc2ccccc12

Compound	1	2	3	4	5	6	7	8
GCN5L2 inh	5%	-3%	0%	-3%	-6%	-7%	-9%	.
FEN1 inhibitor	-8%	0%	0%	21%	-3%	8%	-9%	-16%
TDP1 cell CPT	21µM*	4%	-4%	?	?	-26%	13µM*	?

Shown as labelled records: entries from further up
8. O=C(C[n+]1ccncc1)c1cccc2ccccc12
  GCN5L2 inh: .; FEN1 inhibitor: -16%; TDP1 cell CPT: ?

3. CC1CN(C(=O)C2(C)CC2(Br)Br)CC(C)O1 (stereo unspecified)
  GCN5L2 inh: 0%; FEN1 inhibitor: 0%; TDP1 cell CPT: -4%

The listing continues.
9: COc1cc(CCC(=O)OCC(=O)NCC2CCCCC2)cc(OC)c1OC
10: O=C(Cn1cc([N+](=O)[O-])cn1)Nc1cccnc1
11: O=C(CC(c1cccs1)S(=O)(=O)c1ccccc1)c1ccc(F)cc1 (stereo unspecified)
12: COc1ccc(OC)c(NC(=O)CSc2nnc3ccc(-c4ccncc4)nn23)c1
13: CCC(=O)Nc1cccc(NC(=O)c2ccc(C)cc2Cl)c1
14: Cc1ccc(OCCSc2nc3ccccc3n2CC(=O)N2CCOCC2)c(C)c1
15: CCNC1(C(N)=O)CCN(Cc2ccccc2)CC1
16: O=C(NCCCOc1ccc([N+](=O)[O-])cc1Cl)OCc1ccccc1

Compound	9	10	11	12	13	14	15	16
GCN5L2 inh	0%	-9%	-5%	-8%	-5%	-3%	.	.
FEN1 inhibitor	0%	5%	-3%	12%	0%	16%	-12%	-16%
TDP1 cell CPT	9%	8%	-18%	?	-19%	?	-1%	-29%

17: Cc1ccc(S(=O)(=O)Nc2ccc(-c3nnc(SCc4ccccc4Cl)o3)cc2)cc1
18: COc1ccc(/C=C/C(=O)Nc2sc(C)c(C)c2C(=O)O)cc1
19: CN(C)S(=O)(=O)c1ccc(C(=O)NCc2nnc(SCC(=O)c3ccccc3)o2)cc1
20: COC(=O)c1ccccc1S(=O)(=O)N1CCC(C(=O)Nc2ccccc2N2CCOCC2)CC1
21: COc1ccc(/C=C(\NC(=O)c2ccccc2)C(=O)NCC2CCCO2)cc1 (stereo unspecified)
22: Cc1c(NC(=O)Nc2ccc(F)c(Cl)c2)c(=O)n(-c2ccccc2)n1C
23: Cc1ccccc1NC(=O)COC(=O)/C=C/c1cccc(C(F)(F)F)c1
24: CCOC(=O)c1[nH]cnc1C(=O)N1CCN(C(=O)OC(C)(C)C)CC1

Compound	17	18	19	20	21	22	23	24
GCN5L2 inh	-16%	-8%	-3%	.	-26%	-1%	1%	-2%
FEN1 inhibitor	-11%	-22%	-2%	18%	-6%	-3%	3%	14%
TDP1 cell CPT	?	-5%	-21%	?	0%	-2%	3%	6%

25: CC1(C(=O)NC2CCCCCCC2)CC1(Cl)Cl (stereo unspecified)
26: O=C(OCC(O)CO)c1ccccc1Nc1ccnc2cc(Cl)ccc12 (stereo unspecified)
27: O=C(NCC(=O)N(c1ccccc1)C(C(=O)NC1CCCC1)c1ccncc1)c1ccco1 (stereo unspecified)
28: CCN(CC)CCCNC(=O)c1cn(C)c2ccc(S(=O)(=O)N(C)C3CCCCC3)cc2c1=O
29: Cc1ccc(SCCC(=O)Nc2ccc(OCc3ccccc3)cc2)cc1
30: CC(/C=N/Nc1nc(C)cc(C)n1)=C\c1ccc(C(C)C)cc1
31: COc1cc2cc(C(=O)N/N=C/c3ccccc3Cl)[nH]c2cc1OC
32: COC(=O)c1cc(OC)c(OC)cc1N1C(=O)CCCC1=O

Compound	25	26	27	28	29	30	31	32
GCN5L2 inh	-9%	-23%&3%	.	-2%&1%	-4%	-14%	-20%	0%
FEN1 inhibitor	-10%	-4%	-1%	19%&1%	-4%	-10%	?	-7%
TDP1 cell CPT	-23%	?	3%	-18%&-22%	-19%	?	?	1%

33: Cc1ccc(-c2cn(S(=O)(=O)c3cccc4nsnc34)nc2N)cc1
34: COC(=O)c1ccc(NC(=O)Cc2ccc(C)cc2)cc1
35: COc1cc(Cl)c(NC2=CC(=O)C(=O)c3ccccc32)c(OC)c1
36: O=S(=O)(c1cnc(Cl)c(Br)c1)N1CCc2ccccc21
37: COc1cccc(C=Nc2ccc3c(c2)CCC3)c1O
38: Cc1cccc(NC(=O)CCCn2nc(C)c3c(C)n(-c4ccccc4)nc3c2=O)c1C
39: CC(=O)Nc1ccc(C=NNC(=O)C2CC2)cc1
40: CCNc1ncc2nc(-c3ccccc3)c(=O)n(C3CC3)c2n1

Compound	33	34	35	36	37	38	39	40
GCN5L2 inh	.	-4%	-9%	-1%	-2%	-2%	.	?
FEN1 inhibitor	-8%	5%	-29%	-20%	-13%	-17%	-1%	.
TDP1 cell CPT	1%	-9%	12µM*	16µM*	-14%	1%	7%	7%

41: CC(CCc1ccccc1)NC(=O)CSc1cccc[n+]1[O-] (stereo unspecified)
42: Cc1cc(C(=O)N2CCCc3ccccc32)no1
43: CCCCN(C(=O)Cn1nnc2ccccc21)C(C(=O)NCc1ccco1)c1ccncc1 (stereo unspecified)
44: Cc1ccc(S(=O)(=O)Nc2nc(C)cc(N/N=C/c3ccc(O)cc3)n2)cc1
45: CCOc1ccc(-c2cc(C(=O)NCc3ccccc3)c3c(-c4ccc(CC)cc4)[nH]nc3n2)cc1
46: CN(C)c1ccc(CN2CCCCCC2)cc1
47: CCN(CC)C(=O)C1CCCN(Cc2ccc3c(c2)OCO3)C1 (stereo unspecified)
48: COCCn1c(=NC(=O)c2ccccc2[N+](=O)[O-])sc2cc(S(C)(=O)=O)ccc21

Compound	41	42	43	44	45	46	47	48
GCN5L2 inh	-1%	-2%	-5%	-5%	1%	-11%	3%	-2%
FEN1 inhibitor	5%	-4%	-5%	?	24%	2%	-3%	-4%
TDP1 cell CPT	2%	12%	-4%	-1%	21µM*	-5%	-23%	-16%

49: COCCn1c(=O)c(-c2ccc(Cl)cc2)nc2cnc(OCc3ccccc3)nc21
50: Oc1ccc(-c2nc3ncccn3c2Nc2ccc3c(c2)OCCO3)cc1
51: COc1cc2nc(=S)n3[nH]c(CCn4c(C)nc5ccccc54)nc3c2cc1OC
52: CN(C)CCCC(=O)c1ccc2c(c1)OCO2
53: COc1cccc(NC(=O)CC2S/C(=N\S(=O)(=O)c3ccccc3)N(c3ccccc3)C2=O)c1 (stereo unspecified)
54: Cc1cccc(NC(=O)Cn2c(=O)oc3cc(S(=O)(=O)NC4CCCC4)ccc32)c1
55: COc1ccc(-n2ncc3c(=O)n(CC(=O)NC(C)C)cnc32)cc1
56: O=C(CCCOc1ccc(Cl)cc1Cl)N/N=C/c1ccccc1O

Compound	49	50	51	52	53	54	55	56
GCN5L2 inh	-21%	-7%	-2%	2%	-4%	-1%	-18%	0%
FEN1 inhibitor	.	-15%	7%	-4%	-1%	2%	15%	-18%
TDP1 cell CPT	17%	?	-13%	3%	1%	?	3%	5.2µM*

57: CC(C)(Oc1ccc(Cl)cc1)C(=O)NCCCn1ccnc1
58: CCCn1c(=O)c2ccccc2n2c(SCC(=O)N3CCc4ccccc4C3)nnc12
59: FC(F)(F)c1cccc(-c2nnc(-c3ccccc3)c(N3CCOCC3)n2)c1
60: Cc1cnc(NC(=O)CC2CCCC2)s1
61: O=C(NC(Cc1ccccc1)C(=O)N1CCCCCC1)c1ccccc1 (stereo unspecified)
62: CC(C)N(Cc1nc(-c2ccc3c(c2)OCO3)no1)Cc1nccn1C
63: O=C(Nc1ccc([N+](=O)[O-])cc1)c1nc[nH]c1C(=O)NC1CCCCC1
64: CCCCCOc1ccc(/C=C/C(=O)Nc2sc(C(C)=O)c(C)c2C(=O)OCC)cc1OC

Compound	57	58	59	60	61	62	63	64
GCN5L2 inh	-9%	-1%	-7%	11%	-1%	-8%	1%	-7%
FEN1 inhibitor	-12%	10%	-6%	-16%	-5%	-4%	-4%	-1%
TDP1 cell CPT	-6%	?	18µM*	-9%	-19%	-27%	?	?

65: COc1ccc(N2CCN(C(=O)COC(=O)CNC(=O)c3cccc(OC(F)F)c3)CC2)cc1
66: COc1ccc(C2C(C(=O)OC(C)C)=C(C)N=c3s/c(=C\c4cccs4)c(=O)n32)cc1 (stereo unspecified)
67: C=CCn1c(-c2cccs2)nc2ccccc21
68: COC(=O)c1c(C)[nH]c(C(=O)CSc2nnnn2-c2ccccc2)c1C
69: CSc1nc2ccc(S(=O)(=O)N3CCc4ccccc43)cc2s1
70: Cc1ccc(-n2c(SCC(=O)OC(C)C)nnc2-c2ccccn2)cc1
71: O=C(NC1CCCC1)c1ccc2c(=O)n(Cc3ccccc3)c(SCc3ccccc3F)nc2c1
72: CC(C)CCNc1nc2c(S(=O)(=O)c3ccc(Br)cc3)nnn2c2ccsc12

Compound	65	66	67	68	69	70	71	72
GCN5L2 inh	-1%	-1%	2%	-1%	-3%	-2%	4%	-15%
FEN1 inhibitor	-2%	-13%	-1%	-8%	7%	2%	16%	5%
TDP1 cell CPT	-23%	?	-23%	-11%	16µM*	8%	-25%	?

Values by screen from above:
GCN5L2 inh, compounds 65 to 72, in order: -1%, -1%, 2%, -1%, -3%, -2%, 4%, -15%

Ordered by SMILES length (ascending): some entries from above
69: CSc1nc2ccc(S(=O)(=O)N3CCc4ccccc43)cc2s1
70: Cc1ccc(-n2c(SCC(=O)OC(C)C)nnc2-c2ccccn2)cc1
68: COC(=O)c1c(C)[nH]c(C(=O)CSc2nnnn2-c2ccccc2)c1C
64: CCCCCOc1ccc(/C=C/C(=O)Nc2sc(C(C)=O)c(C)c2C(=O)OCC)cc1OC
65: COc1ccc(N2CCN(C(=O)COC(=O)CNC(=O)c3cccc(OC(F)F)c3)CC2)cc1
66: COc1ccc(C2C(C(=O)OC(C)C)=C(C)N=c3s/c(=C\c4cccs4)c(=O)n32)cc1 (stereo unspecified)

Compound	69	70	68	64	65	66
GCN5L2 inh	-3%	-2%	-1%	-7%	-1%	-1%
FEN1 inhibitor	7%	2%	-8%	-1%	-2%	-13%
TDP1 cell CPT	16µM*	8%	-11%	?	-23%	?

Additional entries follow:
73: OCC1=C[C@@H](O)[C@@H]2C=CO[C@@H](O[C@@H]3O[C@H](CO)[C@@H](O)[C@H](O)[C@H]3O)[C@H]12
74: Cc1cc(C)n(S(=O)(=O)c2ccc(Cl)cc2)n1
75: Cc1cc(NC(=O)c2ccc(F)cc2)ccc1-c1cc2ccccc2oc1=O
76: CN(C)CC(C)(C)CNCc1cc(=O)oc2ccc3ccccc3c12
77: O=C(c1cc(-c2ccco2)on1)N1CCCc2ccccc21
78: Cc1cc2c(C)nc(N/N=C/c3ccccc3)nc2o1
79: COC(=O)c1ccc(N2CCCCC2)c(NS(=O)(=O)c2ccc(C)cc2)c1
80: CN(C)S(=O)(=O)c1ccc(N2CCCC2)c(C(=O)OCC(=O)N2CCN(c3ccccc3)CC2)c1

Compound	73	74	75	76	77	78	79	80
GCN5L2 inh	2%	0%	-9%	-6%	-10%	0%	-5%	-2%
FEN1 inhibitor	17%	-2%	6%	-7%	-9%	-1%	?	-2%
TDP1 cell CPT	6%	-4%	?	-18%	-12%	1%	16µM*	?

Bioassay records deposited in PubChem by National Center for Advancing Translational Sciences (NCATS).
